# All columns: NCI-60 one-dose screen, growth in % after 48 h at 10 µM unless noted; 100 = growth as untreated, 0 = no growth, -100 = all killed.
# MCF7: MCF7 breast cancer; hit rate 6.3% among 82,000
# UACC-257: UACC-257 melanoma; hit rate 4.4% among 78,000
# UACC-62: UACC-62 melanoma; AID 1794756; hit rate 5.4% among 81,000
# BT-549: BT-549 breast cancer; AID 1794793; hit rate 4.4% among 78,000
# HS 578T: HS 578T breast cancer | hit rate 4.1% among 78,000
# LOX IMVI: LOX IMVI melanoma; hit rate 7.4% among 79,000
# MALME-3M: MALME-3M melanoma | hit rate 5.8% among 78,000
# T-47D: T-47D breast cancer | AID 1794792 | hit rate 5% among 79,000
# * = called active by the depositor; / = no result given; & = joins results of further samples; [ ] = remark or other dose. The calls were made as follows: active = growth percent below 10; inactive = the rest.
SMILES,MCF7,UACC-257,UACC-62,BT-549,HS 578T,LOX IMVI,MALME-3M,T-47D
O=C1NC(=O)C(c2ccccc2)(C2CCCC2)N1 (stereo unspecified),96,93,99,98,105,/,/,101
O=C(O)CCc1ccc2cc(O)ccc2c1,105,94,103,106,106,104,97,110
C=Cc1ccc(OCC)cc1,103,/,85,101,68,97,97,94
CC(=O)Nc1ccc(S(=O)(=O)Nc2ccc(S(=O)(=O)c3ccc(NS(=O)(=O)c4ccc(NC(C)=O)cc4)cc3)cc2)cc1,92,85,92,93,93,96,92,81
COc1cc2c(=O)n(C)c3c4cc5c(cc4ccc3c2cc1OC)OCO5,22,82,28,76,85,34,93,35
O=C(O)CCCN1C(=O)/C(=C/c2ccc(Cl)cc2)SC1=S,91,91,84,117,97,93,98,96
C=C(C)[C@@H]1CC[C@]2(COCCCN)CC[C@]3(C)[C@H](CC[C@@H]4[C@@](C)(CCCNCCCN)[C@H](C(=C)C)CC[C@]43C)[C@@H]12,-48*[100 µM],-74*[100 µM],-72*[100 µM],-43*[100 µM],-39*[100 µM],-50*[100 µM],-58*[100 µM],-61*[100 µM]
COc1ccc(-c2nn3c(=O)c(C#N)c(-c4cn(-c5cccc(Cl)c5)nc4-c4ccc(OC)cc4)c(C#N)c3[nH]2)cc1,56,104,91,61,36,66,73,77
CN1C[C@@H](c2ccc(Cl)cc2)[C@]2(NC(=S)N(c3ccccc3)C2=O)[C@@]12C(=O)NC1C=CC(Br)=C[C@H]12 (stereo partly specified),51,71,74,56,68,75,108,49
Cc1cc(=S)cc(C)o1,110,117,106,103,/,109,86,107
Cc1c2c(cc3c1[nH]c1ccccc13)C=NCC2,61,106,107,80,99,87,103,74
O=c1cc(Cn2cnc3c(NCc4ccco4)ncnc32)c2cc(Br)ccc2o1,90,118,102,105,113,92,103,88
CC1(C)[C@@H](NOCCCN)CC[C@]2(C)[C@H]3C(=O)C=C4[C@@H]5C[C@](C)(C(=O)O)CC[C@]5(C)CC[C@@]4(C)[C@]3(C)CC[C@@H]12,-25*[100 µM],-44*[100 µM],-100*[100 µM],-23*[100 µM],-23*[100 µM],-83*[100 µM],-100*[100 µM],-30*[100 µM]
COc1ccc([N+](=O)[O-])c(C=O)c1,106,/,111,96,105,104,115,109
CCC(=O)Oc1c(C)cc(O)c2ccccc12,93,94,67,82,91,75,113,79
CN1CCN(C(=O)Cn2c(-c3ccc(Cl)cc3)csc2=N)CC1,92,104,90,104,106,97,100,78
CNC1=C([N+](=O)[O-])C(c2ccc(F)cc2)C(C#N)=C(c2ccc[nH]2)O1 (stereo unspecified),91,105,92,100,102,99,101,92
CCCCCCCCCCCC(C)=O,96,103,113,108,117,101,106,106
NNC(=O)C(N)=O,103,112,111,113,100,95,/,111
Cc1onc(-c2c(F)cccc2Cl)c1-c1ncc(-c2ccc(Cl)cc2)o1,20&62,23,32&30,41&74,57&85,13,47&60,36&74
Cc1cc(N2CCCCC2)nc(NC2CCCC(Nc3ccnc4cc(Cl)ccc34)C2)n1 (stereo unspecified),-50*,-91*,-86*,-67*,-49*,-85*,-86*,-59*
Cc1cc2c(cc1C)[n+](Cc1ccc3ccccc3n1)cn2Cc1ccc2ccccc2n1,7.1*,-17*,-38*,-46*,27,-57*,-28*,-1.3*
O=C(O)CCn1c(O)c(/C=C2/C=c3cc4c(cc3=NC2=O)OCCO4)sc1=S,83,103,94,113,112,69,107,107
CCOC(=O)c1cn2ncnc(Oc3ccc(NC(=O)NC4CC4)c(Cl)c3)c2c1C,90,100,78,96,100,85,95,72
CC(=O)Nc1cccc(OCCCOc2ccc([N+](=O)[O-])cc2)c1,96,97,90,/,102,94,96,90
C=C(C)[C@@H]1CC[C@]2(C(=O)N3CCNCC3)CC[C@]3(C)[C@H](CC[C@@H]4[C@@](C)(CCC(=O)N5CCNCC5)[C@H](C(=C)C)CC[C@]43C)[C@@H]12,26,95,104,89,92,44,99,103
COc1cccc(-c2cc(-c3ccc(C)s3)c(C#N)c(=O)[nH]2)c1,90,113,81,87,70,96,92,90
CCOC(=O)C(c1ccccc1)N1C(=O)c2ccccc2C1=O (stereo unspecified),91,92,95,90,92,91,95,97
CCCC(CCC)NC(CC)CO (stereo unspecified),112,101,103,116,148,97,122,/
COc1cc2ncnc(Nc3ccc(Oc4ccnc(C)c4)c(C)c3)c2cc1NC(=O)CC1CCSS1 (stereo unspecified),-70*,/,/,-48*,-7.4*,-88*,-28*,-66*
COc1ccc(-c2nn(-c3ccc(NC(=O)Nc4cccc(Cl)c4Cl)cc3)cc2-c2ccncc2)cc1Cl,71,84,68,73,/,73,75,55
COc1cccc(C(CCc2cc(OC)c(OC)c(OC)c2)NC(C)=O)c1 (stereo unspecified),106,102,104,107,/,104,115,110
O=CN(Cc1nc2ccccc2[nH]1)c1ccc(C(=O)O)cc1,95,111,102,118,122,106,106,107
O=C1N=c2ccccc2=C1c1sc(=S)n(C2CC(=O)N(c3ccc(Cl)cc3)C2=O)c1O (stereo unspecified),91,105,96,105,98,89,102,98
CC1=C(C(=O)/C=C/c2ccc(Br)cc2)C(c2ccccc2)NC(=S)N1 (stereo unspecified),97,111,92,102,98,93,105,107
COc1cnc2c(c1)C(=O)c1c-2n(CCCN2CCNCC2)c(=O)c2cc([N+](=O)[O-])ccc12,-64*,46,-82*,22,71,-86*,-71*,-52*
Cc1ccc2c(n1)C(=O)C(Cl)=C(Nc1ccc(C(F)(F)F)cc1)C2=O,-56*,36,97,130,94,-57*,-50*,-25*
CN(C/C=C/C#CC(C)(C)C)Cc1cccc2ccccc12,83,85,96,113,85,91,94,97
CC(=O)c1ccc2c(c1)N(CCCN1CCC(CCO)CC1)c1ccccc1S2,78,85,98,88,82,80,94,93
C=CC[N+](C)(C)CCn1c2ccccc2c2nc3cc(C)c(C)cc3nc21,80,86,97,55,56,/,57,100
O=C1C(Nc2ccc(Cl)cc2)=C(I)C(=O)c2ncccc21,-34*,40,-7.3*,53,40,-69*,-46*,-34*
CC(C)(CCN)[N+](=O)[O-],100,97,101,109,105,99,104,/
Cc1ccc(-n2c3c(c(-c4ccccc4)c2-c2ccccc2)C2=NCCN2C(SCC(=O)c2ccccc2)=N3)cc1,80,98,75,95,92,92,96,56
COc1ccc(-c2ccc(O)c(C(=O)/C=C/c3cc(OC)c(OC)c(OC)c3)c2)cc1OC,73,82,69,103,85,63,/,30
CC(C)C(=O)Cc1ccncc1,101,103,101,100,98,95,104,103
Cc1ccc2c(CC(=O)Nc3nc4ccccc4[nH]3)coc2c1,102,/,92,103,111,95,106,106
CCOC(=O)CNS(=O)(=O)c1ccc(Oc2ccc(S(=O)(=O)NCC(=O)OCC)cc2)cc1,91,104,97,101,101,100,103,95
CCN(CC)c1ccc(CN(C)Cc2ccc(Br)cc2)cc1,98,105,101,101,98,95,103,91
CCCCCCOC(=O)NC1c2ccccc2Oc2ccccc21,101,89,81,98,88,99,102,79
CN(C(=O)c1ccccc1)N(C)C(=O)c1ccccc1,95,113,102,97,109,106,94,95
# Additional compounds follow:
SMILES,MCF7,UACC-257,UACC-62,BT-549,HS 578T,LOX IMVI,MALME-3M,T-47D
CCCCCCCCCCCCCCCc1cc(O)ccc1[N+](=O)[O-],66,87,68,76,82,98,96,61
Cc1c(C(=O)N=Nc2c(O)[nH]c3ccccc23)oc2ccccc12,67,104,85,102,97,94,77,67
COc1cccc(/C=C(/C(=O)NS(=O)(=O)c2ccc(Cl)cc2Cl)c2cc(OC)c(OC)c(OC)c2)c1,94,103,96,103,97,98,108,99
COCC(Cl)/C(N)=N\S(=O)(=O)c1c(C)cc(Cl)cc1Cl (stereo unspecified),100,96,104,111,106,/,105,94
CCOC(=O)c1nc(-c2cccc(Cl)c2)nc2ccccc12,97,108,84,86,109,99,123,98
N#CCN1C(=O)c2ccccc2C1=O,95,105,104,111,105,102,/,99
Nc1nnc(Sc2nc3ccc(Cl)cc3c(=O)n2Cc2ccccc2)s1,101,/,82,110,98,97,81,120
COc1ccc(-c2ccnc3c(N=Nc4ccc(S(N)(=O)=O)cc4)c(N)nn23)cc1,103,105,95,95,97,99,96,104
Cc1ccc(S(=O)(=O)Nc2c(Br)cc(Br)cc2C(=O)O)cc1,92,125,105,120,103,102,/,/
Cc1ccc(S(=O)(=O)N/N=C/c2cn(-c3ccc(C(F)(F)F)cc3)nc2-c2ccc(C(=O)O)cc2)cc1,99,113,99,122,97,/,101,98

# As entered above.
# Cc1ccc(S(=O)(=O)Nc2c(Br)cc(Br)cc2C(=O)O)cc1 @ UACC-257 = 125
# N#CCN1C(=O)c2ccccc2C1=O @ LOX IMVI = 102

# Remaining list, next part:
SMILES,MCF7,UACC-257,UACC-62,BT-549,HS 578T,LOX IMVI,MALME-3M,T-47D
COc1cc(Nc2ncccc2NC(=O)c2cn(Cc3cccc(Oc4ccccc4)c3)nn2)cc(OC)c1OC,48,92,69,85,99,77,83,64
COc1ccc(C2CC(c3cc(OC)c(OC)c(OC)c3)=NO2)cc1OCCCCOc1cc2c(cc1OC)C(=O)N1CCC[C@H]1C=N2 (stereo partly specified),5.2*,25,-68*,-71*,0.3*,-40*,-43*,11
O=C(O)c1ccc(N=Nc2ccccc2)cc1,92,97,113,122,98,94,/,110
C#CCNC(=O)c1cc(C(=O)c2ccc(Cl)cc2)n2ccc(C)cc12,92,96,94,106,85,101,89,103
NS(=O)(=O)c1ccc(-n2nc(C(=O)N/N=C\c3ccc(F)cc3)cc2-c2ccc(Br)cc2)cc1,55,86,64,86,72,75,68,70
CS(=O)(=O)NNC(=O)c1ccc(-n2nc(-c3ccccc3)c3ccccc32)cc1,80,97,95,95,83,93,103,81
O=C1Nc2cc(Cl)ccc2/C1=C/c1ccc(OCc2ccc(Br)cc2F)cc1,6.1*,-23*,-75*,-19*,-17*,-95*,-70*,-48*
COc1ccccc1/C=C1\Oc2cc(OCCN3CCCC3)ccc2C1=O,68,95,97,84,81,68,104,90
COc1ccc(C2CCN(Cc3ccccc3)CCO2)cc1 (stereo unspecified),92,95,97,109,104,88,93,99
COc1cc(C(=O)C[n+]2cccc3cc[nH]c32)cc(OC)c1OC,98,103,93,101,/,92,93,95
CN1CCN(c2ccc(NC(=O)c3nc4ccc5[nH]ncc5c4c4c3CCCC4)cc2C(F)(F)F)CC1,25,99,89,91,78,-82*,33,66
Nc1nnc(-c2cccnc2SCc2ccccc2)s1,77,106,104,104,95,90,108,71
CN(C)CCNc1nc2ccccc2c2c1c1c(n2Cc2ccccc2)-c2ccccc2C1=O,-93*,-85*,-94*,-87*,-90*,-96*,-59*,-41*
CCC12CCC3c4ccc(O)cc4CCC3C1CC(O)C2O (stereo unspecified),75,67,68,/,77,81,70,94
c1ccc(-c2nc(N3CCOCC3)nc3ccccc23)cc1,92,103,91,86,83,94,115,83
O=C1/C(=C/c2cccc(O)c2O)SC(=S)N1CCCN1CCOCC1,46,75,86,90,106,91,94,64
Cn1nnnc1-c1ccc(N)cc1,91,106,100,93,97,95,99,87
COc1cc(-c2nc(N=Nc3c(O)[nH]c4ccc(C)cc34)[nH]c(=O)c2C#N)cc(OC)c1OC,97,98,90,100,90,92,103,83
CCOC(=O)C1=C(COCCN)NC(C)=C(C(=O)OC)C1c1ccccc1Cl (stereo unspecified),/,59,60,87,80,32,74,52
COc1cc2ccccc2cc1C(=O)O,109,105,109,107,119,98,/,97

# Overlap with the part before: 4 compounds; new compounds follow.
SMILES,MCF7,UACC-257,UACC-62,BT-549,HS 578T,LOX IMVI,MALME-3M,T-47D
Cn1nnnc1-c1ccc(N)cc1,91,106,100,93,97,95,99,87
COc1cc(-c2nc(N=Nc3c(O)[nH]c4ccc(C)cc34)[nH]c(=O)c2C#N)cc(OC)c1OC,97,98,90,100,90,92,103,83
CCOC(=O)C1=C(COCCN)NC(C)=C(C(=O)OC)C1c1ccccc1Cl (stereo unspecified),/,59,60,87,80,32,74,52
COc1cc2ccccc2cc1C(=O)O,109,105,109,107,119,98,/,97
N#CC(C#N)=CNc1cccc(Cl)c1,90,93,99,103,112,94,98,104
COc1ccc(N2C(=O)CC(c3cc(OC)c(OC)c(OC)c3)C3C2=NC(=O)N3C)cc1 (stereo unspecified),98,98,104,109,97,103,105,96
NC1N=C(Nc2ccccc2)N=CC(c2cc3cc(Br)ccc3oc2=O)=N1 (stereo unspecified),91,88,94,84,100,98,102,76
CC1(C)Oc2cc3oc(=O)ccc3cc2C[C@@H]1OCCN1CCN(c2cccc(F)c2)CC1,91,99,88,98,100,98,91,85
CCOC(=O)c1ccc(Nc2ccnc(SCC(=O)c3ccc(C#N)cc3)n2)cc1,67,78,39,50,92,80,81,9.8*
Nc1ccc(S(=O)(=O)Nc2nc(/C=C/c3ccccc3)cc(-c3cc(/C=C/c4ccccc4)nc(NS(=O)(=O)c4ccc(N)cc4)n3)n2)cc1,91,103,91,113,80,98,99,/
COc1cnc(NC(=O)c2ccc(Cl)cc2)s1,55,93,81,79,144,87,98,100
CSc1nc(-c2cccc(Br)c2)c(C#N)c(=O)[nH]1,96,104,117,108,107,101,95,96

# Profiles from above:
# CSc1nc(-c2cccc(Br)c2)c(C#N)c(=O)[nH]1 is listed with MCF7 = 96; UACC-257 = 104; UACC-62 = 117; BT-549 = 108; HS 578T = 107; LOX IMVI = 101; MALME-3M = 95; T-47D = 96
# COc1ccc(N2C(=O)CC(c3cc(OC)c(OC)c(OC)c3)C3C2=NC(=O)N3C)cc1 (stereo unspecified) is listed with MCF7 = 98; UACC-257 = 98; UACC-62 = 104; BT-549 = 109; HS 578T = 97; LOX IMVI = 103; MALME-3M = 105; T-47D = 96
# Nc1ccc(S(=O)(=O)Nc2nc(/C=C/c3ccccc3)cc(-c3cc(/C=C/c4ccccc4)nc(NS(=O)(=O)c4ccc(N)cc4)n3)n2)cc1 is listed with MCF7 = 91; UACC-257 = 103; UACC-62 = 91; BT-549 = 113; HS 578T = 80; LOX IMVI = 98; MALME-3M = 99; T-47D = /

# Screening results: PubChem BioAssay, NCI
